# G9a inh – inhibitors of human histone lysine methyltransferase G9a. Q96KQ7. G9a H3K9 monomethylation, AlphaScreen, 2 h. Potency, µM (series often up to 102 µM), for inactives: top-dose activity, negative = inhibition, most hits filed as inhibitors. 350,000 compounds, 8.8% hits; note: potency is the fitted concentration of half-maximal effect; % is set by controls: 0 for no effect and ±100 for the full control effect; nearly all actives have a fitted effect of over 75% in size
# Target sequence (Q96KQ7 913-1193 limits assumed): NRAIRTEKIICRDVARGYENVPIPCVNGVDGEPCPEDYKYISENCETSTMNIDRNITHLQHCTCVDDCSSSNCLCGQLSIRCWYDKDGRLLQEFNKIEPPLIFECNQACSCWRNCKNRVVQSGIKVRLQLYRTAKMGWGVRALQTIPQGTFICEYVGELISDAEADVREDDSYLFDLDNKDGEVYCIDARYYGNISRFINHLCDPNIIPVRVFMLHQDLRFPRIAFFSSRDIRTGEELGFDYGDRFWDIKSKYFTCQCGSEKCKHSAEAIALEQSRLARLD
#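 Quantitative HTS format: methyltransferase activity on a biotin-tagged H3K9 peptide is measured by AlphaScreen, using a rabbit anti-monomethyl-H3K9 antibody with streptavidin donor and anti-IgG acceptor beads. Final levels are 20 nM enzyme, 500 nM peptide, 20 uM SAM; 2 h RT.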
# HP1b chromo inh – inhibitors of HP1-beta chromodomain binding to methylated histone tails. P83916. AlphaScreen HP1-beta / biotin-H3K9me3 peptide binding. Potency, µM (doses to about 114 µM), for inactives: top-dose activity change, negative = inhibition, actives largely listed as inhibitors. 390,000 compounds, 0.56% hits; note: potency is the fitted concentration of half-maximal effect; nearly all actives have a fitted effect of over 70% in size; inactives centre near 23
# Target sequence (P83916 whole entry, looked up): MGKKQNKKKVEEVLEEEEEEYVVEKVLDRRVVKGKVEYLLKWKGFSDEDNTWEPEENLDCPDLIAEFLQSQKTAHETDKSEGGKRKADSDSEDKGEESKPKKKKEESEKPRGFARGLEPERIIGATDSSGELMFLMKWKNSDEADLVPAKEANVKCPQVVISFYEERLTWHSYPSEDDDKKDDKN
#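 Compound inhibition of the preformed complex between 50 nM HP1-beta and 50 nM biotinylated H3K9me3 peptide was read by AlphaScreen. Buffer was PBS pH 7.4 with 0.01% Tween-20. Incubations ran 30 min at room temperature, with 10 ug/mL donor/acceptor beads.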
# BAZ2B inh – blocks human BAZ2B | Q9UIF8 | AlphaScreen BAZ2B-H3K14Ac peptide displacement | Potency, µM (series often up to 114 µM), for the others: at the highest dose activity change, negative = inhibition, most hits filed as inhibitors | 360,000 compounds, 4.4% hits; note: potency is the fitted concentration of half-maximal effect; % is set by controls: 0 for no effect and ±100 for the full control effect; nearly all actives have a fitted effect of over 60% in size
#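 BAZ2B (50 nM) with biotin-H3(5-23)K14Ac peptide (50 nM) in PBS pH 7.4, 0.01% Tween-20, preformed 30 min, then compound 30 min at room temperature; top concentration 110uM. AlphaScreen streptavidin donor/nickel chelate acceptor beads (10 ug/mL final), 20 min dark, signal read.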
# PGK inhibitor – blocks T. brucei phosphoglycerate kinase; PGK/GAPDH coupled, Kinase-Glo luminescence, 60 min; Potency, µM (top dose mostly 57.5 µM), without a hit: top-dose activity change, negative = inhibition, actives largely listed as inhibitors; 380,000 compounds, 0.043% hits; AID 602233; note: potency is the fitted concentration of half-maximal effect; % is set by controls: 0 for no effect and ±100 for the full control effect; nearly all actives have a fitted effect of over 60% in size
#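 Luminescent ATP detection (Kinase-Glo Plus) follows a 60-minute room-temperature incubation, with wells lacking PGK as controls. Buffer: 100 mM TEA (pH 7.6), 5 mM MgCl2, 0.01% Tween-20. Coupling enzyme GAPDH (100 nM final) supplies unstable 1,3-BPG in-well.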
# POLH inh – inhibitors of human DNA polymerase eta; recombinant Pol eta, fluorescent DNA replication assay; AID 588591; 390,000 compounds, 1.2% hits; Q9Y253; Potency, µM (top dose mostly 114 µM), inactives show at the highest dose activity change, negative = inhibition, hits mostly inhibitors; note: potency is the fitted concentration of half-maximal effect; % is set by controls: 0 for no effect and ±100 for the full control effect
#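 Fluorescent replication assay: 50 nM final substrate added after a 15 min room-temperature compound preincubation with 10 nM enzyme. Signal taken at 0 min and again at 10 min.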
# GLS inh – inhibitors of human glutaminase (GLS) | Potency, µM (titrated, usually from 45.5 µM), for inactives: at the highest dose activity change, negative = inhibition, actives largely listed as inhibitors | AID 624170 | 410,000 compounds, 0.21% hits | GLS enzymatic activity, qHTS titration | O94925; note: potency is the fitted concentration of half-maximal effect; % is set by controls: 0 for no effect and ±100 for the full control effect
#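 Enzyme dispensed in phosphate buffer (45 mM, pH 8.2, 0.02% Tween-20), compounds pinned in, then 1 mM L-glutamine solution and the glutamate oxidase–HRP–Amplex Red mix added; fluorescence read immediately and again after 30 min at room temperature.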
# Pin1 inh – blocks the human prolyl isomerase Pin1 | 390,000 compounds, 0.009% hits | Q13526 | Potency, µM (highest dose often 115 µM), without a hit: at the top dose activity, negative = inhibition, hits mostly inhibitors | AID 504891 | Pin1 FP peptide displacement, HiFluor488, 10 min; active = well fitted inhibition curve with a large enough effect in the polarisation, with a control signal flat, not every such curve was filed as active; inconclusive = small, poorly fitted or top-dose-only effect, or effect the other way, or a change in a side signal; inactive = no such curve, though single readings can be large or run the other way; the % refers to the polarisation; note: potency is the fitted concentration of half-maximal effect; % is set by controls: 0 for no effect and ±100 for the full control effect
# PI4K2A inh – PI4K2A (human) kinase inhibition | Q9BTU6 | 420,000 compounds, 0.13% hits | purified PI4K2A, ADP-Glo luminescence, 1 h; hits give low values | AID 1346378 | activity change, negative = inhibition, % at 76.9 µM; in the data active = activity change below about -50%; inconclusive = mostly about -30% to -49%;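 note: -100% = wells without enzyme as full effect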
# Target sequence (Q9BTU6 whole entry, looked up): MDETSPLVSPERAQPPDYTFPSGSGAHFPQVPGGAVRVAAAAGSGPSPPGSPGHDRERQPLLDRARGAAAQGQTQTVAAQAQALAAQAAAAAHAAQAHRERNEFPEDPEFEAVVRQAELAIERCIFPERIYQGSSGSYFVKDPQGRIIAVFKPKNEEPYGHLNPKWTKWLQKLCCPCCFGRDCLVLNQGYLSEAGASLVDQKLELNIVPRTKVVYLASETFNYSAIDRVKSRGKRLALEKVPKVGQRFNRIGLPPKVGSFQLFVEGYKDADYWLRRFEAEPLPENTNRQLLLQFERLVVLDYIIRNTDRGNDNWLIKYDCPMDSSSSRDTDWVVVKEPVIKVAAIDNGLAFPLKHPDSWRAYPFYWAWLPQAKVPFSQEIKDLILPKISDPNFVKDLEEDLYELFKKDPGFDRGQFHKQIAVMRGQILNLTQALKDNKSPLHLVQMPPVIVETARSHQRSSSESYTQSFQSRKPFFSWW
#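 Compounds are screened against recombinant PI4K2A using PI as substrate and ATP, the latter dispensed at 300 microM. Reactions run one hour at ambient temperature before ADP-Glo detection; full inhibition defined by wells lacking enzyme.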
# JMJD2A Tudor – inhibitors of human JMJD2A Tudor domain | AID 504339 | AlphaScreen JMJD2A-Tudor / H3K4me3 peptide binding | 390,000 compounds, 4.4% hits | O75164 | Potency, µM (highest dose often 114 µM), for the others: top-dose activity change, negative = inhibition, actives largely listed as inhibitors; note: potency is the fitted concentration of half-maximal effect; % is set by controls: 0 for no effect and ±100 for the full control effect; nearly all actives have a fitted effect of over 50% in size
# Numbers without * were called inactive; i = inactive; ? = inconclusive; . = no result given; [ ] = dose if it differs, or a comment. Unless noted, calls come from the whole dose curve; as a rule, active = well fitted curve in the direction sought with a large enough effect; inconclusive = small, poorly fitted or top-dose-only effect, or another doubt; inactive = no such curve, though single readings can be large; an effect the other way counts as inactive or inconclusive.
SMILES,G9a inh,HP1b chromo inh,BAZ2B inh,PGK inhibitor,POLH inh,GLS inh,Pin1 inh,PI4K2A inh,JMJD2A Tudor
CCN(CC)S(=O)(=O)c1ccc(N2CCCC2)c(NS(=O)(=O)c2ccc([N+](=O)[O-])cc2)c1,10µM*,2%,-38%,-6%,?,-2%,-4%,-7,-26%[57.1 µM]
CC1(C)SC2c3ccccc3C(=O)N2[C@@H]1C(=O)NCCCN1CCOCC1 (some centres undefined),1%[2.33 µM],48%[activator],-13%,-3%,-18%,3%,1%,-1,-14%
CC(C)(O[C@@H]1O[C@H](CO)[C@@H](O)[C@H](O)[C@H]1O)[C@@H]1CC=C(C(=O)O)CC1,-11%[2.33 µM],35%,3%,6%,-15%,0%,2%,-9,-1%
Nn1c(COc2ccccc2)nc2ccccc2c1=O,14%[59 µM],14%,6%,-1%,-3%,2%,5%,-11,-2%
CCOC(=O)c1c(NC(=O)CS(=O)(=O)c2ccc(C)cc2)sc2c1CCCCC2,-1%[59 µM],-10%,-6%,i,-5%,-8%,-3%,2,-15%
Cc1nnc(C)n1/N=C/c1ccc(-c2ccccc2Cl)o1,50µM*,-12%,-12%,i,-12%,-7%,6%,2,?
CN(C)S(=O)(=O)c1ccc(C(=O)NCC2(N3CCOCC3)CCCCC2)cc1,0%[2.33 µM],16%,5%,-2%,2%,4%,11%,0,-1%
O=C(COC(=O)c1cccnc1Cl)Nc1cccc(S(=O)(=O)N2CCCCC2)c1,?,8%,.,-6%,-24%,2%,0%,-1,-24%
NC(=O)C1CCN(CCCNC2CC(=O)N(Cc3ccc(N4CCCC4=O)cc3)C2=O)CC1 (centres undefined),.,30%,.,3%,-12%,2%,8%,-4,-2%
CCOCCCNC(=O)CN1C(=O)NC(Cc2c[nH]c3ccccc23)C1=O (centres undefined),21%[2.33 µM],16%,1%,i,-21%,1%,-6%,-9,-4%
O=C(CCC1CCCCC1)NC1CCCCC1,.,44%[activator],.,-1%,-18%,-2%,-3%,0,1%
CC(C)CCN(CC(=O)NCc1ccc(F)cc1)S(=O)(=O)c1ccccc1F,18%,138%[activator],14%,-4%,-16%,-12%,-11%,3,11%
COc1ccc(CNC(=O)CCN2C(=O)c3ccccc3S2(=O)=O)cc1,-19%,41%[activator],11%,-4%,-10%,3%,7%,0,4%
C[C@@H]1CN([C@@H](C)CO)C(=O)CCCn2nncc2CO[C@H]1CN(C)S(=O)(=O)c1cccc(C#N)c1,.,.,.,3%,-9%,-2%,.,4,.
CCN1C(=O)/C(=C2/C=Cc3cc(C)ccc3N2CC)N(C)C1=S,11µM*,?,40µM*,?,-28%,20%,-3%,-20,16µM*
OCCC1CN(Cc2cccc3nonc23)CCN1Cc1ccsc1 (centres undefined),.,24%,-2%,4%,-17%,9%,-6%,2,12%
CCc1ccc(S(=O)(=O)c2cn(C)c3cc(F)c(F)cc3c2=O)cc1,-27%[59 µM],26%,-3%,9%,-9%,-18%,6%,-1,-6%
CCOC(=O)C1=CNS(=O)(=O)NC1c1ccc(C)cc1 (centres undefined),.,44%[activator],.,9%,-4%,16%,-2%,4,-13%
O=C(N/N=C/c1ccco1)c1ccc(NC(=O)C2CC2)cc1,.,7%,-12%,-4%,6%,-16%,0%,-5,-16%
Cc1cccc(C)c1NC(=O)CN1CCN(C(=O)CNC(=O)c2ccc(-c3ccccc3)cc2)CC1,.,.,.,-4%,-4%,3%,.,4,.
Cc1ccc(NC(=O)C(=O)NCC(c2cccnc2)N2CCN(Cc3ccccc3)CC2)cc1F (centres undefined),?,21%,0%,-2%,1%,-4%,-9%,-2,-15%
CCOc1ccc(NC(=O)CCC(=O)OC)cc1,-7%[59 µM],10%,27%,2%,0%,6%,-5%,3,-6%
O=C(CSc1ncnc2c1nnn2Cc1ccc(F)cc1)NC1CCCC1,?,25%,-21%,-3%,?,2%,1%,0,6%
CC(C)(C)c1ccc(CN2C(=O)c3ccccc3S2(=O)=O)cc1,87%[activator],119%[activator],70%[activator],-3%,-25%,17%,4%,4,39%[activator]
COc1cc(CN2CCN(C(C)C)C(CCO)C2)ccc1OCc1ccccc1 (centres undefined),8%,3%,-2%,-7%,-15%,6%,-5%,-2,-21%
CCc1ccccc1NC(=O)Cn1nnc(C(=O)Nc2ccc(C)c(F)c2)c1N,-2%[59 µM],47%[activator],7%[57.1 µM],-9%,?,-7%,4%,3,-5%
CC(=O)Nc1ccc(S(=O)(=O)N2CCC(N(C)CCC(C)C)CC2)cc1,-3%[12.7 µM],7%,-6%,-8%,-5%,6%,-2%,6,2%
Cc1ccc(NC(=S)/N=C(\N)Nc2nc(C)c3ccccc3n2)cc1C,42%[activator][59 µM],20%,-23%,3%,-17%,20%,36%[activator],-2,-4%
Cc1ccc(C#CC[N+](C)(C)CC#Cc2ccccc2)cc1,.,6%,-18%,-7%,1%,19%,-10%,1,-23%
COc1cccc(CNC(=O)CN2c3cccc4cccc(c34)S2(=O)=O)c1,?,3%,50µM*,-16%,14µM*,1%,?,-10,?

# An excerpt from above with just JMJD2A Tudor and PGK inhibitor.
smiles	JMJD2A Tudor	PGK inhibitor
CCOC(=O)c1c(NC(=O)CS(=O)(=O)c2ccc(C)cc2)sc2c1CCCCC2	-15%	i
CCc1ccccc1NC(=O)Cn1nnc(C(=O)Nc2ccc(C)c(F)c2)c1N	-5%	-9%
CCOCCCNC(=O)CN1C(=O)NC(Cc2c[nH]c3ccccc23)C1=O (centres undefined)	-4%	i
C[C@@H]1CN([C@@H](C)CO)C(=O)CCCn2nncc2CO[C@H]1CN(C)S(=O)(=O)c1cccc(C#N)c1	.	3%
Cc1nnc(C)n1/N=C/c1ccc(-c2ccccc2Cl)o1	?	i

# More structures follow.
SMILES,G9a inh,HP1b chromo inh,BAZ2B inh,PGK inhibitor,POLH inh,GLS inh,Pin1 inh,PI4K2A inh,JMJD2A Tudor
COc1ccc(Nc2ccc(S(=O)(=O)N3CCCCC3)cc2[N+](=O)[O-])cc1OC,7.1µM*,?,10µM*,2%,-14%,8%,2%,1,?
COc1cc(C#N)c(NS(=O)(=O)c2ccc3[nH]c(=O)sc3c2)cc1OC,21%,32%,-7%[57.1 µM],-7%,6%,23%,-2%,-1,-7%
Cc1occc1-c1nnc(SCC(=O)Nc2nc3ccccc3s2)o1,76%[activator][12.7 µM],28%,3%,-1%,1%,-2%,10%,0,9%
COc1ccc(S(=O)(=O)NCC(=O)Nc2cccc(C)c2C)cc1OC,-9%[59 µM],74%[activator],-4%,-4%,-20%,-5%,-4%,-2,-4%
O=P(c1ccccc1)(c1ccccc1)C(c1ccccn1)P(=O)(c1ccccc1)c1ccccc1,-33%,11%,-3%,0%,-2%,3%,-1%,2,-10%
COC(=O)CC1C(=O)NCCN1C(=O)Nc1ccc(Cl)c(Cl)c1 (centres undefined),.,29%,-1%,4%,-7%,13%,-2%,5,-1%
O=C(NCCS(=O)(=O)N1CCN(c2ccccc2)CC1)c1ccc2c(c1)OCO2,8%[0.501 µM],17%,8%,i,-13%,-5%,-1%,-1,-20%
CNC(=O)c1ccc(NC(=O)C2CCN(S(=O)(=O)c3cccc(C(F)(F)F)c3)CC2)cc1,?,44%[activator],5%,i,2%,0%,18%,-1,-4%
CCCN(Cc1ccccc1)C(=O)Nc1ccc2c(c1)nnn2C,-50%[12.7 µM],19%,-1%,-3%,0%,0%,-1%,-1,6%
O=C(NCc1ccccc1)C(=O)NCC(c1ccco1)S(=O)(=O)c1cccs1 (centres undefined),0%[59 µM],-4%,-7%,-3%,-12%,-6%,-7%,0,-8%

# Molecules listed so far containing a cyano group (two):
SMILES,G9a inh,HP1b chromo inh,BAZ2B inh,PGK inhibitor,POLH inh,GLS inh,Pin1 inh,PI4K2A inh,JMJD2A Tudor
C[C@@H]1CN([C@@H](C)CO)C(=O)CCCn2nncc2CO[C@H]1CN(C)S(=O)(=O)c1cccc(C#N)c1,.,.,.,3%,-9%,-2%,.,4,.
COc1cc(C#N)c(NS(=O)(=O)c2ccc3[nH]c(=O)sc3c2)cc1OC,21%,32%,-7%[57.1 µM],-7%,6%,23%,-2%,-1,-7%

# Assay outcomes deposited in PubChem BioAssay by National Center for Advancing Translational Sciences (NCATS).

# These rows are one share of the data; count on the stated rates, not on these rows.
